TNF necrop inh – TNF-alpha cell death inhibition in Jurkat FADD-/- cells | Jurkat FADD-/- TNF necroptosis rescue, ATP luminescence, 24 h; 0 = TNF only, 100 = no-TNF cells | activation (protection from cell death), % at 10 µM | 220,000 compounds, 0.068% hits;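 active means activation, meaning protection from cell death, of at least 50% relative to plate controls; inactive means activation below 50%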;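 further: necroptosis triggered by 40 ng/mL TNF-alpha added together with compound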
PGE2 EP2 inh – blocks the human prostaglandin E2 receptor EP2; P43116; inhibition, % at 25 µM; 260,000 compounds, 0.52% hits; AID 1422; C6 glioma cells expressing human EP2, cAMP TR-FRET; cells stimulated with saturating PGE2;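 active means percent inhibition above 40 after rounding to a whole number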;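 further: rat C6 glioma host cells with rolipram phosphodiesterase inhibitor present; the protocol text gives 20 µM as final concentration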
Target sequence (P43116 whole entry, looked up): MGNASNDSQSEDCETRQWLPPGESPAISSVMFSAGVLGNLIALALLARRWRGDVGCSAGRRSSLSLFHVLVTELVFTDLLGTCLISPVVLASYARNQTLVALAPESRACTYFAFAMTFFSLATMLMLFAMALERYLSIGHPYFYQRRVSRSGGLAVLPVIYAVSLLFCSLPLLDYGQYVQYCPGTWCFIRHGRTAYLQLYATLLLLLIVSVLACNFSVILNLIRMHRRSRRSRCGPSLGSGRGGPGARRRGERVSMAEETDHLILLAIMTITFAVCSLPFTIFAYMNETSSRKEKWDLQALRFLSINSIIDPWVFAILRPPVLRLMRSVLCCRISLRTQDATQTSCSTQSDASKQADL
PPC-1+TRAIL kill – PPC-1 cancer cell killing with TRAIL present; PPC-1 cells + TRAIL, ATPLite viability luminescence; cell killing (% activity), % at 4 µM; 220,000 compounds, 0.41% hits;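 active means cell killing above 50% in the first pass at 4 µM, then a duplicate retest at 5 µM averaging 50% or more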;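 further: plate controls were cells with TRAIL plus DMSO for no effect and medium-only wells lacking cells for full effect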
FXIIa inh 1536 – factor XIIa (human) inhibition; P00748; purified FXIIa, Boc-QGR-AMC fluorogenic substrate, 2 h; inhibition, % at 5 µM; 220,000 compounds, 0.3% hits; AID 800; in the data active means inhibition above about 40%;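 further: 0% = enzyme with no compound and 100% = blank without enzyme; many of its hits are not listed in these tables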
TbHK1 inh – blocks Trypanosoma brucei hexokinase 1 activity; recombinant TbHK1, G6PDH-coupled NADH A340; inhibition, % at 10 µM; 220,000 compounds, 0.11% hits; AID 1430;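 active means inhibition of 50% or more in the single-dose primary screen; inactive means inhibition below 50%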
CHOP inhibitor – inhibitors of CHOP induction in ER stress response. CHO-K1 CHOP-promoter luciferase, tunicamycin-induced, 15-18 h. inhibition, % at 10 µM. 220,000 compounds, 3.8% hits. AID 2732;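 active means compounds that reduced the stress-induced luciferase reporter signal by more than about 70% of percent inhibition, limit read from the data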;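 further: 0% = tunicamycin plus vehicle and 100% = wells without tunicamycin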
FXIa inh 1536 – blocks human coagulation factor XIa protease activity | inhibition, % at 5 µM | P03951 | 220,000 compounds, 0.14% hits | purified FXIa, Boc-Glu-Ala-Arg-AMC fluorogenic substrate;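 active means inhibition of at least 40%; inactive means inhibition below 40%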;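 further: fluorescence of freed AMC excited at 355 nm; 0% = enzyme without compound and 100% = no enzyme blank; many of its hits are not listed in these tables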
Wee1 stabilizer – inhibitors of human Wee1 degradation | AID 1321 | HeLa Luc-Wee1K328M stability, luciferase luminescence; 100% = proteasome inhibitor MG132 effect | reporter increase, % at 5 µM | 220,000 compounds, 1.2% hits;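 active means activation above the mean of all tested compounds plus 3 SD, set per screening run, cut at about 8.8% in these data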;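 further: cells exposed to compound for 20 h before luminescence read; 0% = DMSO alone and 100% = MG132 at 30 µM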
Target sequence (P30291 whole entry K328M): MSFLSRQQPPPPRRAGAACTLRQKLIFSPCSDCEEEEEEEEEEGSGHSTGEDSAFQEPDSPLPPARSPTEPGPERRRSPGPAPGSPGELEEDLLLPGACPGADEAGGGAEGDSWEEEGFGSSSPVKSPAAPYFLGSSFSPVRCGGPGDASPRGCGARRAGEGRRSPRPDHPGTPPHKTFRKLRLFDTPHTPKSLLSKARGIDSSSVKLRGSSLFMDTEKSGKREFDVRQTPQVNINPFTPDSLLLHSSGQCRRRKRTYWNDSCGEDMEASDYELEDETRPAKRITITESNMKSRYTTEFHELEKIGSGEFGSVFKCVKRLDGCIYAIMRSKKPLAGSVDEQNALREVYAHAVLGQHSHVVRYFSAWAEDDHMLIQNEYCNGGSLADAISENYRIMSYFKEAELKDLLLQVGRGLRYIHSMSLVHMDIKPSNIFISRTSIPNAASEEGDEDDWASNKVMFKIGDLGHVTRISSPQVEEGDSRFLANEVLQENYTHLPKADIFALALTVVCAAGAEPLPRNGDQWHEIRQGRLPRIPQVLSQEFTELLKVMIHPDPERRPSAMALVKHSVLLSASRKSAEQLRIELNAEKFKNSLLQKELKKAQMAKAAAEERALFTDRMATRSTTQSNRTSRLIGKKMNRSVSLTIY
L929 necroptosis – blocks zVAD induced death of L929 cells | L929 zVAD necroptosis rescue, ATP luminescence, 24 h; with zVAD 60 µM | viability rescue, % at 10 µM | 220,000 compounds, 0.38% hits | AID 1377;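 active means activation, scaled between plate controls, above about 75%, limit read from the data; inactive means activation under that limit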;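 further: 0% = zVAD with DMSO and 100% = DMSO alone without zVAD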
An asterisk follows results filed as active; & = joins results of further samples.

CC1Cc2cc(/C(O)=C3\C(=O)C(=O)N(CCN(C)C)C3c3ccccc3F)ccc2O1 (stereo not given) was read as TNF necrop inh -1.1, PGE2 EP2 inh 5, PPC-1+TRAIL kill -5, FXIIa inh 1536 4, TbHK1 inh -15, CHOP inhibitor -28, FXIa inh 1536 -3, Wee1 stabilizer -1 and L929 necroptosis 0.0.
Cc1ccccc1NC(=S)N(CCN(C)C)C(C)c1ccccn1 (stereo not given) was read as TNF necrop inh 1.9, PGE2 EP2 inh 8, PPC-1+TRAIL kill -8, FXIIa inh 1536 4, TbHK1 inh -7, CHOP inhibitor -30, FXIa inh 1536 -3, Wee1 stabilizer 0 and L929 necroptosis 0.3.
For O=C(O)c1ccc2c(c1)C(=O)/C(=C/c1ccccc1)C2=O the results were TNF necrop inh 0.7, PGE2 EP2 inh 6, PPC-1+TRAIL kill 8, FXIIa inh 1536 12, TbHK1 inh 0, CHOP inhibitor -15, FXIa inh 1536 9 and Wee1 stabilizer 1.
CCOc1ccc(NC(=O)CN(C)Cc2cc(=O)n3c(-c4ccccc4)csc3n2)cc1OCC was read as TNF necrop inh -1.2, PGE2 EP2 inh 3, PPC-1+TRAIL kill -6, FXIIa inh 1536 0, TbHK1 inh -17, CHOP inhibitor 9, FXIa inh 1536 -5, Wee1 stabilizer -2 and L929 necroptosis 1.9.
CCSc1nnc([C@H](C)NC(=O)OC(C)(C)C)o1 was read as TNF necrop inh -0.5, PGE2 EP2 inh 5, PPC-1+TRAIL kill 16, FXIIa inh 1536 -12, TbHK1 inh 4, CHOP inhibitor 11, FXIa inh 1536 -2, Wee1 stabilizer 1 and L929 necroptosis 0.8.
`Cc1cccc(C)c1NC(=S)NC1CCCCC1` gave TNF necrop inh -11, PGE2 EP2 inh 6, PPC-1+TRAIL kill -5, FXIIa inh 1536 9, TbHK1 inh -6, CHOP inhibitor 24, FXIa inh 1536 2, Wee1 stabilizer 0 and L929 necroptosis 0.6.
For CC1(C)Cc2ccccc2C(=O)N1 the results were TNF necrop inh -4.0, PGE2 EP2 inh 3, PPC-1+TRAIL kill -12, FXIIa inh 1536 -7, TbHK1 inh -8, CHOP inhibitor 39, FXIa inh 1536 -2, Wee1 stabilizer 1 and L929 necroptosis 0.1.
`O=C(c1cc(Cl)nc2ccccc12)N1CCCCC1` gave TNF necrop inh -2.2, PPC-1+TRAIL kill 12, FXIIa inh 1536 9, TbHK1 inh 4, CHOP inhibitor -10, FXIa inh 1536 3, Wee1 stabilizer -2 and L929 necroptosis 0.1.
Screening Cc1ccc(NC(=O)CCC(=O)OCC(=O)c2ccc(-c3ccccc3)cc2)cc1 returned TNF necrop inh -3.0, PGE2 EP2 inh 8, FXIIa inh 1536 1, TbHK1 inh -6, CHOP inhibitor 85*, FXIa inh 1536 -7, Wee1 stabilizer -2 and L929 necroptosis -0.2.
COC(=O)C(C)N=Cc1ccccc1 (stereo not given) was read as TNF necrop inh 0.6, PGE2 EP2 inh 6, PPC-1+TRAIL kill 1, FXIIa inh 1536 8, TbHK1 inh -2, CHOP inhibitor 4, FXIa inh 1536 -1, Wee1 stabilizer -2 and L929 necroptosis 1.3.
Screening O=C(CCC(=O)N1CCN(c2ccc(O)cc2)CC1)c1ccc(Br)cc1 returned TNF necrop inh -7.7, PGE2 EP2 inh 6, PPC-1+TRAIL kill -2, FXIIa inh 1536 3, TbHK1 inh -2, CHOP inhibitor 40, FXIa inh 1536 0, Wee1 stabilizer -1 and L929 necroptosis -0.4.
Cc1ccc(S(=O)(=O)N2CCC(C(=O)N/N=C/c3ccccc3[N+](=O)[O-])CC2)cc1 was read as TNF necrop inh -5.6, PGE2 EP2 inh 16, PPC-1+TRAIL kill 11, FXIIa inh 1536 14, TbHK1 inh -2, CHOP inhibitor 52, FXIa inh 1536 6, Wee1 stabilizer 0 and L929 necroptosis 1.1.
For NC(=O)NC(=O)COC(=O)c1ccc2c(c1)C(=O)N(Cc1ccccc1)C2=O the results were TNF necrop inh 1.7, PGE2 EP2 inh 8, PPC-1+TRAIL kill 29, FXIIa inh 1536 5, TbHK1 inh -7, CHOP inhibitor 2, FXIa inh 1536 1, Wee1 stabilizer -2 and L929 necroptosis 0.7.
For CC(=O)c1cccc(S(=O)(=O)Nc2ccc3nc(C)sc3c2)c1 the results were TNF necrop inh -1.6, PGE2 EP2 inh 1, PPC-1+TRAIL kill 8, FXIIa inh 1536 10, TbHK1 inh 8, CHOP inhibitor 29, FXIa inh 1536 3, Wee1 stabilizer 0 and L929 necroptosis -1.3.
For Cc1cc(C)nc(/N=C(\N)Nc2ccc(SC(F)F)cc2)n1 the results were TNF necrop inh -5.3, PGE2 EP2 inh 5, PPC-1+TRAIL kill 7, FXIIa inh 1536 11, TbHK1 inh 12, CHOP inhibitor 23, FXIa inh 1536 0, Wee1 stabilizer 5 and L929 necroptosis -1.2.
O=C(CSc1nnc(Cc2ccccc2)n1Cc1ccco1)NC12CC3CC(CC(C3)C1)C2 was read as TNF necrop inh 0.1, PGE2 EP2 inh -3, PPC-1+TRAIL kill 48, FXIIa inh 1536 8, TbHK1 inh 2, CHOP inhibitor 72*, FXIa inh 1536 -10, Wee1 stabilizer 4 and L929 necroptosis -0.3.
Screening O=C(NCC1CCCO1)c1ccc(CSCc2cccc(F)c2)o1 (stereo not given) returned TNF necrop inh -0.1, PGE2 EP2 inh 3, PPC-1+TRAIL kill -3, FXIIa inh 1536 12, TbHK1 inh -4, CHOP inhibitor 21, FXIa inh 1536 1, Wee1 stabilizer 6 and L929 necroptosis 1.3.
`Cc1ccc2c(CC(=O)N3CCc4ccccc43)coc2c1` gave TNF necrop inh -1.0, PGE2 EP2 inh 11, PPC-1+TRAIL kill 41, FXIIa inh 1536 2, TbHK1 inh 1, CHOP inhibitor 22, FXIa inh 1536 -4, Wee1 stabilizer 18* and L929 necroptosis 0.0.
For CN(C)CC(C)(C)CNS(=O)(=O)c1cccc(Cl)c1Cl the results were TNF necrop inh -0.2, PGE2 EP2 inh 18, PPC-1+TRAIL kill 2, FXIIa inh 1536 15, TbHK1 inh -3, CHOP inhibitor 7, FXIa inh 1536 -14, Wee1 stabilizer 1 and L929 necroptosis -0.6.
`O=C(CCl)NCCNC(=O)c1cc(OCC(F)(F)F)ccc1OCC(F)(F)F` gave TNF necrop inh -0.4, PGE2 EP2 inh -2, PPC-1+TRAIL kill -2, FXIIa inh 1536 4, TbHK1 inh 2, CHOP inhibitor -13, FXIa inh 1536 -4, Wee1 stabilizer -3 and L929 necroptosis 1.0.
Screening CCOC(=O)C1(Cc2ccc(OC)cc2)CCN(C(=O)CCc2cnccn2)CC1 returned TNF necrop inh 3.3, PGE2 EP2 inh 12, PPC-1+TRAIL kill 9, FXIIa inh 1536 0, TbHK1 inh -13, CHOP inhibitor 6, FXIa inh 1536 -4, Wee1 stabilizer 0 and L929 necroptosis 1.1.
CCN(CC)C(=O)CN(C)S(=O)(=O)c1cccc2nsnc12 was read as TNF necrop inh 0.0, PGE2 EP2 inh 3, PPC-1+TRAIL kill 21, FXIIa inh 1536 16, TbHK1 inh -5, CHOP inhibitor 3, FXIa inh 1536 2, Wee1 stabilizer -1 and L929 necroptosis 0.6.
Screening COc1ccc(C2/C(=C(/O)c3ccccc3)C(=O)C(=O)N2c2ccccn2)cc1OC (stereo not given) returned TNF necrop inh 0.9, PGE2 EP2 inh 6, PPC-1+TRAIL kill 4, FXIIa inh 1536 12, TbHK1 inh -16, CHOP inhibitor 15, FXIa inh 1536 4, Wee1 stabilizer -1 and L929 necroptosis -0.1.
Screening CCCCOc1ccc(CSC2=NCCN2)cc1[N+](=O)[O-] returned TNF necrop inh 0.1, PGE2 EP2 inh 12, PPC-1+TRAIL kill 7, FXIIa inh 1536 8, TbHK1 inh 9, CHOP inhibitor 35, FXIa inh 1536 8, Wee1 stabilizer 3 and L929 necroptosis 14.
Fc1ccc(C(c2nnnn2C2CCCC2)N(Cc2ccco2)CC2CCCO2)cc1 (stereo not given) was read as TNF necrop inh -0.1, PGE2 EP2 inh 6&23, PPC-1+TRAIL kill 6, FXIIa inh 1536 3, TbHK1 inh -4, CHOP inhibitor 44, FXIa inh 1536 -5, Wee1 stabilizer 2 and L929 necroptosis -0.1.
For CC(C)CNC(=O)c1cccc(NC(=O)Cc2ccc(Br)cc2)c1 the results were TNF necrop inh 1.7, PGE2 EP2 inh 1, PPC-1+TRAIL kill 9, FXIIa inh 1536 5, TbHK1 inh 4, CHOP inhibitor 33, FXIa inh 1536 4, Wee1 stabilizer 3 and L929 necroptosis 2.0.
Brc1ccc(-c2cnnc(N3CCCC3)n2)cc1 was read as TNF necrop inh -1.5, PGE2 EP2 inh 11, PPC-1+TRAIL kill 0, FXIIa inh 1536 7, TbHK1 inh -5, CHOP inhibitor 54, FXIa inh 1536 4, Wee1 stabilizer -2 and L929 necroptosis 0.1.
Screening Cc1cc(C)c(S(=O)(=O)Nc2cc(SCC(=O)O)c(O)c3ccccc23)cc1C returned TNF necrop inh -6.5, PGE2 EP2 inh 5, PPC-1+TRAIL kill 21, FXIIa inh 1536 4, TbHK1 inh 1, CHOP inhibitor -3, FXIa inh 1536 0, Wee1 stabilizer -2 and L929 necroptosis 2.8.
O=C(CCC1CCCN(C(=O)c2ccco2)C1)NCc1ccccc1F (stereo not given) was read as TNF necrop inh 0.1, PGE2 EP2 inh 3, PPC-1+TRAIL kill 10, FXIIa inh 1536 17, TbHK1 inh -3, CHOP inhibitor 7, FXIa inh 1536 2, Wee1 stabilizer -1 and L929 necroptosis 0.1.
`Cc1ccc(C)n1-c1ccccc1N` gave TNF necrop inh -2.1, PGE2 EP2 inh 15, PPC-1+TRAIL kill 1, FXIIa inh 1536 6, TbHK1 inh -3, CHOP inhibitor 44, FXIa inh 1536 -2, Wee1 stabilizer 1 and L929 necroptosis 0.8.
`OCc1nc2ccc(Cl)cc2[nH]1` gave TNF necrop inh 0.5, PGE2 EP2 inh 2, PPC-1+TRAIL kill -2, FXIIa inh 1536 5, TbHK1 inh 7, CHOP inhibitor 3, FXIa inh 1536 -4, Wee1 stabilizer 2 and L929 necroptosis -0.6.
O=c1cc(O)sc2ccccc12 was read as TNF necrop inh 0.0, PGE2 EP2 inh 14, PPC-1+TRAIL kill 9, FXIIa inh 1536 8, TbHK1 inh -1, CHOP inhibitor 1, FXIa inh 1536 1, Wee1 stabilizer -1 and L929 necroptosis 0.4.
CCN(CC)CP(=O)(c1ccccc1)c1ccccc1 was read as TNF necrop inh -1.1, PGE2 EP2 inh 14, PPC-1+TRAIL kill 8, FXIIa inh 1536 10, TbHK1 inh 0, CHOP inhibitor 18, FXIa inh 1536 -2, Wee1 stabilizer -1 and L929 necroptosis 0.1.
Screening COc1cc2c(cc1NC(=O)CN(C)Cc1cccc(OC)c1OC)oc1ccccc12 returned TNF necrop inh 4.5, PGE2 EP2 inh 6, PPC-1+TRAIL kill 38, FXIIa inh 1536 7, TbHK1 inh -11, CHOP inhibitor 3, FXIa inh 1536 -2, Wee1 stabilizer -1 and L929 necroptosis 12.
`Cc1ccc(S(=O)(=O)N(CC(=O)N/N=C/c2cccc(C)c2)c2cccc3cccnc23)cc1` gave TNF necrop inh -4.2, PGE2 EP2 inh 12, PPC-1+TRAIL kill 32, FXIIa inh 1536 13, TbHK1 inh -7, CHOP inhibitor 41, FXIa inh 1536 2, Wee1 stabilizer 7 and L929 necroptosis 0.2.
For O=S(=O)(c1ccc(Cl)nc1)N1CCN(Cc2ccc3c(c2)OCO3)CC1 the results were TNF necrop inh -0.7, PGE2 EP2 inh 15, PPC-1+TRAIL kill 26, FXIIa inh 1536 -2, TbHK1 inh 3, CHOP inhibitor 46, FXIa inh 1536 -10, Wee1 stabilizer 1 and L929 necroptosis -0.3.

High-throughput results: PubChem, several laboratories

Only part of the results is shown (hit frequency here may not be typical).
